Bioassay records: PubChem BioAssay, several laboratories
Exocytosis inh – lytic granule exocytosis inhibition; TALL-104 LAMP-1 surface exposure, flow cytometry; cells stimulated with thapsigargin and PMA; inhibition, % at 10 µM; 360,000 compounds, 0.66% hits; AID 651702;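 active = inhibition above about 55%, limit read from the data; inconclusive = no clear call, values can overlap the other calls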
NR2E3 ag-1 – agonists of human NR2E3 nuclear receptor. Q9Y5X4. CHO-S Gal4-NCOR/VP16-NR2E3 two-hybrid, luciferase. inhibition of corepressor binding, % at 3.98 µM. 360,000 compounds, 0.35% hits. AID 602229;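 active = inhibition above the mean of all tested compounds plus 3 SD, cut at about 70% in these data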;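 also: 0% = DMSO with NR2E3 transfected cells and 100% = cells lacking NR2E3 construct; higher means lower luciferase signal from less NR2E3 corepressor binding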
Target sequence (Q9Y5X4 whole entry, looked up, the tested form may be a part): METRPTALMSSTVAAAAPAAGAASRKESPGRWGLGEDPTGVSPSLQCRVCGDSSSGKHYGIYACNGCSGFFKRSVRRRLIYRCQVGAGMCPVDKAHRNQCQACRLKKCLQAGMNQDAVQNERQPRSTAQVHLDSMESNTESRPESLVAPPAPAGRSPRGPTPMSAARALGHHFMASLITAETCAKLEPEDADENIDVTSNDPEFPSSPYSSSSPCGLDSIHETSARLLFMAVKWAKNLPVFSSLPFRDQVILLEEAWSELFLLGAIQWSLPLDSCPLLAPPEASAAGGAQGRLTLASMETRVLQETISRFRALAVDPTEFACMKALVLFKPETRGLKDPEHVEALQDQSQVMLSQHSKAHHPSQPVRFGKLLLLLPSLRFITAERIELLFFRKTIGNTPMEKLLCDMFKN
Vif inh – HIV Vif inhibition; HEK293T cells, Vif self-association by quenched fluorescence, imaging, 24 h; inhibition, % at 7.49 µM; 340,000 compounds, 0.35% hits; AID 602346; in the data active = inhibition above about 50%, passing the limit was not always enough; inconclusive = no clear call, values can overlap the other calls; inactive = below about 31%; also: some results filed as inactive read as strong as hits
Peg3 promoter – Peg3 promoter activity inhibition | HeLa PEG-Prom luciferase reporter, luminescence, overnight | inhibition, % at 20 µM | 360,000 compounds, 1.7% hits;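 active = inhibition of at least 50% at 20 µM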
HIF-2a block – blocks HIF-2a reporter activity. 786-0 RCC cells HIF-2a reporter, luciferase luminescence, overnight. inhibition, % at 18.8 µM. 360,000 compounds, 0.72% hits. AID 624352;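 active = inhibition of the luminescence signal of 40% or more relative to plate controls, in a single-dose primary screen at 18.75 µM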
TRPM1 prom inh – reduces MITF-dependent TRPM1 promoter luciferase signal | SK-MEL-5 TRPM1 promoter luciferase, 24 h | inhibition, % at 12.5 µM | 330,000 compounds, 0.83% hits | AID 488899;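 active = mean inhibition across replicates of 60% or more, whatever share of single replicates reaches that level; inconclusive = some that reach 60%, reason not given; inactive = mean inhibition across replicates below 60%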; also: values of inactives mirror those of a sister screen read the other way
NR2E3 ag-2 – NR2E3 (human) agonism. inhibition of corepressor binding, % at 4.78 µM. AID 2300. 320,000 compounds, 0.12% hits. Q9Y5X4. GST-NR2E3/biotin-RetCOR TR-FRET, 1536-well;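 active = percent inhibition above the cutoff of mean plus 3 SD of all tested compounds, set per screening campaign, cut at about 20% in these data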;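 also: 0% = DMSO wells and 100% = biotin wells as full block of FRET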
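Assay system: NR2E3–RetCOR corepressor complex. Quantity: 1.35 nM GST-NR2E3. Buffer or medium: pH 7.5 Tris-based buffer. Reagent: biotinylated RetCOR corepressor at 7 nM final. Schedule: 5 h at 4 °C. Detection: TR-FRET, emission read at 617 and 671 nm. Replicates: one well per compound, singlicate testing.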
CaV13 ICDI inh – Disruptors of the CACNA1D IQ motif to Ca2+-dependent inactivation inhibitor domain association, primary screening, Förster resonance energy transfer in intact living …; 340,000 compounds, 0.098% hits; inhibition, % at 12.3 µM; AID 743397; HEK cells, CFP/YFP FRET ICDI-IQ, plate reader, 10 min; percent FRET-ratio fall versus neutral wells;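 active = mean replicate inhibition of at least 30% and at least 1% of replicates passing that level; inconclusive = only one of the two criteria is met; inactive = neither criterion is met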;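 also: 0% = median of the neutral control wells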
aDG glyco act – alpha-DG glycosylation activation | 360,000 compounds, 0.22% hits | AID 624168 | Pro5-aDG cells, alpha-DG glycosylation AlphaScreen (IIH6); 0% Pro5, 100% B10-LARGE cell signal | activation, % at 10 µM;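 active = activation of at least 8% versus controls, or a plate z-score of at least 8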;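 also: Pro5 are CHO cells carrying HIG-tagged alpha-DG that lacks glycosylation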
hiPSC survival – hiPSC single-cell survival enhancement; 360,000 compounds, 0.044% hits; survival enhancement, % at 20 µM; ATPlite luminescence; 100% = ROCK inhibitor wells, 0% = DMSO; in the data active = survival enhancement above about 18%;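 also: cells exposed to compounds for 16 hours before the ATP read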
PDI inh – PDI (human) enzyme inhibition. P07237. PDI insulin aggregation turbidity, A650, 90 min. inhibition, % at 10 µM. 350,000 compounds, 0.052% hits;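 active = mean inhibition across replicates of 30% or more, whatever share of single replicates reach that level; inconclusive = mean inhibition below 30% while every single replicate reaches 30%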;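 also: absorbance from insulin aggregation driven by PDI reduction with DTT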
Target sequence (P07237 whole entry, looked up): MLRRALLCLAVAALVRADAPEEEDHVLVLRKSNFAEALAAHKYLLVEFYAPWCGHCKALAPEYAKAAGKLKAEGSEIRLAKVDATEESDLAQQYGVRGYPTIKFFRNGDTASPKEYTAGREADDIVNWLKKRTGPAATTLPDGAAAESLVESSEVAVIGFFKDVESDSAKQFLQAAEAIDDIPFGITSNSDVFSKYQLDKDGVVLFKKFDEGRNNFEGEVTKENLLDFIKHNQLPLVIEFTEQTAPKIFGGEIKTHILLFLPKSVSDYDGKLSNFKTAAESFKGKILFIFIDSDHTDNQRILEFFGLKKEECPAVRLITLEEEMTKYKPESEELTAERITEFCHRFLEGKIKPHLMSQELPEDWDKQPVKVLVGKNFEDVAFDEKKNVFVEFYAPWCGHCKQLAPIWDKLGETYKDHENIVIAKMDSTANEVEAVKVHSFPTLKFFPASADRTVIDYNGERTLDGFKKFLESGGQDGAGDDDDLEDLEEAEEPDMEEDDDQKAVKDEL
Starred values were filed as active, the others as inactive. Not a hit list, and some 3.5% of all compounds hit somewhere here.

`CC1=NN(c2ccccc2)C(=O)C1C=Nc1ccc(N(C)C)cc1` (stereo unspecified) gave Exocytosis inh -12, NR2E3 ag-1 -30, Vif inh 9, Peg3 promoter -6, HIF-2a block -8, TRPM1 prom inh -7, NR2E3 ag-2 -13, CaV13 ICDI inh -5, aDG glyco act -0.1, hiPSC survival -0.1 and PDI inh 3.
`Cc1cc(C(=O)N2CCN(c3cccc(Cl)c3)CC2)c(C)o1` gave Exocytosis inh 0, NR2E3 ag-1 -30, Vif inh 24, Peg3 promoter 23, HIF-2a block 17, TRPM1 prom inh 10, NR2E3 ag-2 3, CaV13 ICDI inh -4, aDG glyco act 0.0, hiPSC survival -1.5 and PDI inh -4.
Screening Cc1cc(C)nc(/N=C(\N)Nc2ccc(-c3ccccc3)cc2)n1 returned Exocytosis inh 10, NR2E3 ag-1 13, Vif inh -14, Peg3 promoter 45, HIF-2a block -44, TRPM1 prom inh -3, NR2E3 ag-2 -2, CaV13 ICDI inh -2, aDG glyco act 0.6, hiPSC survival -0.8 and PDI inh 11.
COc1cc2c(=O)n(CCC(=O)NCC3CCCO3)c(=O)n(CC(=O)c3ccc(Cl)cc3)c2cc1OC (stereo unspecified) was read as Exocytosis inh -2, NR2E3 ag-1 -10, Vif inh 10, Peg3 promoter 15, HIF-2a block 27, TRPM1 prom inh 7, NR2E3 ag-2 -1, CaV13 ICDI inh -3, aDG glyco act -0.2, hiPSC survival -0.3 and PDI inh 3.
`COc1ccc(-n2c(CCC(=O)O)ccc2-c2ccccc2)cc1` gave Exocytosis inh -1, NR2E3 ag-1 13, Vif inh 8, Peg3 promoter -15, HIF-2a block -2, TRPM1 prom inh -5, NR2E3 ag-2 4, CaV13 ICDI inh -10, aDG glyco act -0.3, hiPSC survival -0.2 and PDI inh -1.
`COc1ccc(NC(=O)/C(C#N)=C\c2ccc(Br)o2)cc1` gave Exocytosis inh -3, NR2E3 ag-1 -32, Vif inh 8, Peg3 promoter -114, HIF-2a block -146, TRPM1 prom inh -74, NR2E3 ag-2 1, CaV13 ICDI inh -4, aDG glyco act 0.0, hiPSC survival -0.1 and PDI inh -8.
Screening CS(=O)(=O)N(CC(=O)NCCc1ccccc1)c1cccc([N+](=O)[O-])c1 returned Exocytosis inh -2, NR2E3 ag-1 0, Vif inh -8, Peg3 promoter -26, HIF-2a block -33, TRPM1 prom inh -24, NR2E3 ag-2 0, CaV13 ICDI inh -6, aDG glyco act 0.5, hiPSC survival 3.7 and PDI inh 2.
Screening O=C1c2ccccc2CC1Sc1nnc(-c2ccncc2)o1 (stereo unspecified) returned Exocytosis inh 1, NR2E3 ag-1 -29, Vif inh 4, Peg3 promoter -6, HIF-2a block -16, TRPM1 prom inh 6, NR2E3 ag-2 2, CaV13 ICDI inh -4, aDG glyco act 0.6, hiPSC survival 1.8 and PDI inh -3.
CN(Cc1nc2ccccc2c(=O)[nH]1)C(=O)c1ccc(S(=O)(=O)N(C)C)cc1 was read as Exocytosis inh -2, NR2E3 ag-1 11, Vif inh 18, Peg3 promoter 11, HIF-2a block 13, TRPM1 prom inh 2, NR2E3 ag-2 0, CaV13 ICDI inh -3, aDG glyco act 0.6, hiPSC survival -1.0 and PDI inh -1.
Cc1[nH]n(-c2ccccc2)c(=O)c1C1(C(F)(F)F)C(=O)N(c2ccc(F)cc2)C2=C1C(=O)CC(C)(C)C2 (stereo unspecified) was read as Exocytosis inh -6, NR2E3 ag-1 -14, Vif inh inconclusive, Peg3 promoter 13, HIF-2a block 8, TRPM1 prom inh -3, NR2E3 ag-2 -1, CaV13 ICDI inh -5, aDG glyco act 0.2, hiPSC survival -0.1 and PDI inh 1.
Screening CC(C(=O)OCC(=O)c1ccccc1)N1C(=O)c2ccccc2C1=O (stereo unspecified) returned Exocytosis inh -1, NR2E3 ag-1 5, Vif inh -1, Peg3 promoter 8, HIF-2a block 14, TRPM1 prom inh -4, NR2E3 ag-2 2, CaV13 ICDI inh -6, aDG glyco act 0.0, hiPSC survival -0.4 and PDI inh -4.
CCCN(C(=O)CSc1nnc(N)s1)c1c(N)n(Cc2ccccc2)c(=O)[nH]c1=O was read as Exocytosis inh 5, NR2E3 ag-1 9, Vif inh 27, Peg3 promoter 4, HIF-2a block 4, TRPM1 prom inh 11, CaV13 ICDI inh -6, aDG glyco act 0.3, hiPSC survival -3.1 and PDI inh -1.
Clc1ccc(-c2nc3nc4ccccc4nc3n2Cc2ccco2)cc1 was read as Exocytosis inh 2, NR2E3 ag-1 -136, Vif inh -3, Peg3 promoter -198, HIF-2a block -165, TRPM1 prom inh -28, NR2E3 ag-2 1, CaV13 ICDI inh -5, aDG glyco act 0.1, hiPSC survival -3.1 and PDI inh -3.
`O=c1[nH]nc(Cc2ccc([N+](=O)[O-])cc2)c2ccccc12` gave Exocytosis inh -6, NR2E3 ag-1 -14, Vif inh -2, Peg3 promoter -5, HIF-2a block -16, TRPM1 prom inh -10, NR2E3 ag-2 1, CaV13 ICDI inh -4, aDG glyco act 0.0, hiPSC survival -1.0 and PDI inh -3.
`O=C(CSc1nc(=O)n(CCCN2CCOCC2)c2c1CCCC2)Nc1ccccc1Cl` gave Exocytosis inh 0, NR2E3 ag-1 -19, Vif inh -8, Peg3 promoter -2, HIF-2a block -3, TRPM1 prom inh -11, NR2E3 ag-2 6, CaV13 ICDI inh -6, aDG glyco act 0.0, hiPSC survival -0.6 and PDI inh -2.
Cc1ccc(-c2cnc(NC(=O)c3cccc(Br)c3)s2)c(C)c1 was read as Exocytosis inh -5, NR2E3 ag-1 5, Vif inh 1, Peg3 promoter -21, HIF-2a block -39, TRPM1 prom inh -13, NR2E3 ag-2 -1, CaV13 ICDI inh -7, aDG glyco act 0.3, hiPSC survival -1.6 and PDI inh 6.
Screening CC(=O)NC(c1ccccc1)c1nc(-c2cccs2)cs1 (stereo unspecified) returned Exocytosis inh -8, NR2E3 ag-1 1, Vif inh 5, Peg3 promoter -10, HIF-2a block -30, CaV13 ICDI inh -5, aDG glyco act 0.0, hiPSC survival -0.8 and PDI inh 6.
For Cc1cc(NCc2ccccn2)ccc1Br the results were Exocytosis inh -2, NR2E3 ag-1 -95, Peg3 promoter -370, HIF-2a block -355, TRPM1 prom inh -55, NR2E3 ag-2 0, CaV13 ICDI inh -7, aDG glyco act 0.0, hiPSC survival -1.4 and PDI inh 0.
Screening C[C@H](CO)N1C[C@H](C)[C@@H](CN(C)C)OCc2cnnn2CCCC1=O returned Exocytosis inh 8, NR2E3 ag-1 15, Peg3 promoter -4, HIF-2a block 11, CaV13 ICDI inh -6, aDG glyco act 0.0, hiPSC survival -0.3 and PDI inh -3.
Screening Cc1ccc(C(=O)NS(=O)(=O)c2ccc(N=NN(C)C)cc2)cc1 returned Exocytosis inh -2, NR2E3 ag-1 -15, Vif inh -9, Peg3 promoter 13, HIF-2a block 16, TRPM1 prom inh 2, NR2E3 ag-2 3, CaV13 ICDI inh -5, aDG glyco act 0.2, hiPSC survival 1.0 and PDI inh -1.
`O=C(NC(c1ccccc1)c1cnccn1)C1CCN(CCCOc2ccccc2)CC1` (stereo unspecified) gave Exocytosis inh 37, NR2E3 ag-1 -18, Vif inh -4, Peg3 promoter 6, HIF-2a block 13, CaV13 ICDI inh -11, aDG glyco act -0.1, hiPSC survival -2.7 and PDI inh -1.
O=C1CCC(=O)N1c1ccc(NCCc2ccccc2F)c([N+](=O)[O-])c1 was read as Exocytosis inh -8, NR2E3 ag-1 3, Vif inh 23, Peg3 promoter -10, HIF-2a block -16, TRPM1 prom inh -11, NR2E3 ag-2 4, CaV13 ICDI inh -13, aDG glyco act 0.1, hiPSC survival 0.8 and PDI inh 7.
Screening COc1cc(OC)c(NC(=O)CCCNC(=O)Cn2cnc3sc(C)c(C)c3c2=O)cc1Cl returned Exocytosis inh 1, NR2E3 ag-1 4, Vif inh -9, Peg3 promoter 5, HIF-2a block -2, TRPM1 prom inh 6, NR2E3 ag-2 -4, CaV13 ICDI inh -5, aDG glyco act 0.2, hiPSC survival -0.4 and PDI inh 3.
Screening Cc1ccccc1NN1C(=O)C=CC1=O returned Exocytosis inh -4, NR2E3 ag-1 -7, Vif inh -17, Peg3 promoter 5, HIF-2a block 15, TRPM1 prom inh 7, NR2E3 ag-2 2, aDG glyco act 0.3, hiPSC survival 16 and PDI inh 0.
For CCNC(=S)Nc1ccc(Cc2ccncc2)cc1 the results were Exocytosis inh 0, NR2E3 ag-1 -7, Vif inh 6, Peg3 promoter 12, HIF-2a block -10, TRPM1 prom inh 6, NR2E3 ag-2 3, CaV13 ICDI inh 2, aDG glyco act -0.2, hiPSC survival 0.2 and PDI inh 0.
`O=C(CCCOc1ccccc1)N1CCCCC1` gave Exocytosis inh 4, NR2E3 ag-1 -143, Vif inh 2, Peg3 promoter 17, HIF-2a block 20, TRPM1 prom inh 6, NR2E3 ag-2 0, CaV13 ICDI inh -3, aDG glyco act 0.2, hiPSC survival 0.5 and PDI inh 13.
`CC1(C)Oc2ccc3ccc(=O)oc3c2/C(=C/Nc2ccccc2)C1=O` gave Exocytosis inh 0, NR2E3 ag-1 -8, Vif inh 10, Peg3 promoter 30, HIF-2a block 9, TRPM1 prom inh -8, NR2E3 ag-2 1, CaV13 ICDI inh -3, aDG glyco act -0.5, hiPSC survival -0.5 and PDI inh 14.
`Cc1ccc(C)c(OCCC(=O)Nc2cccc(S(=O)(=O)N3CCCC3)c2)c1` gave Exocytosis inh 29, NR2E3 ag-1 -2, Vif inh -22, Peg3 promoter 21, HIF-2a block 5, TRPM1 prom inh 4, NR2E3 ag-2 0, CaV13 ICDI inh -4, aDG glyco act 0.5, hiPSC survival 0.2 and PDI inh 14.
`Nc1c(C(=O)O)ccc2c1C(=O)c1ccccc1C2=O` gave Exocytosis inh 1, NR2E3 ag-1 0, Vif inh 3, Peg3 promoter 3, HIF-2a block -15, TRPM1 prom inh 7, NR2E3 ag-2 -6, CaV13 ICDI inh -4, aDG glyco act -0.3, hiPSC survival 2.5 and PDI inh -1.
For CC(C)NC(=O)N(C)C[C@@H]1OCc2cn(nn2)CCCC(=O)N([C@H](C)CO)C[C@H]1C the results were Exocytosis inh 2, NR2E3 ag-1 -13, Vif inh -1, Peg3 promoter -21, HIF-2a block 0, CaV13 ICDI inh -6, aDG glyco act -0.3, hiPSC survival -0.6 and PDI inh -5.
`CN(C)S(=O)(=O)c1ccc(C(=O)Nc2nc(-c3cccs3)cs2)cc1` gave Exocytosis inh 1, NR2E3 ag-1 -10, Vif inh -28, Peg3 promoter 0, HIF-2a block -17, NR2E3 ag-2 3, CaV13 ICDI inh -8, aDG glyco act 0.0, hiPSC survival -1.7 and PDI inh 11.
